Screens from PubChem BioAssay.
ANO1 block: inhibitors of mouse TMEM16A calcium-activated chloride channel; Q8BHY3; HEK293 TMEM16A/YFP iodide influx fluorescence, ionomycin; normalized B-score (activity score, 25-100; higher = stronger inhibition) at 10 µM; actives 1.2% (n = 310,000);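 active = ratio plate-corrected score three or more library SD toward inhibition, starting fluorescence score within five deviations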;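 note: score derived from kinetic fluorescence span divided by baseline fluorescence per well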
hERG protect: shields human hERG channel from block by proarrhythmic agents | Q12809 | AID 1511 | actives 0.51% (n = 310,000) | activation (rescue from dofetilide block), less the hit threshold, % at 10 µM | CHO-hERG, FluxOR thallium flux, dofetilide IC70 present;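 active = activation above the mean of controls blocked by dofetilide plus 5 SD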;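 note: thallium influx through hERG after potassium depolarization seen as dye fluorescence rise; in these data hits start at about 4.7%; inactives centre near -7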
RGS4 pot: potentiators or activators of RGS4 | HEK293 M3R/inducible RGS4, carbachol calcium flux Fluo4; stronger effect = lower value | actives 0.92% (n = 310,000) | B-score at 10 µM;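 active = B-score of the integrated calcium signal more than 4 SD below the library mean, with starting fluorescence not abnormally high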;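 note: negative B-score means reduced calcium response which marks RGS4 activation or potentiation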
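Assay system: Inducible-RGS4 HEK293 cells carrying M3 receptor | Schedule: Compound preincubation 20 min at room temperature before agonist | Signal: Kinetic calcium fluorescence imaging with Fluo4-AM dye, 2 µM | Read-out basis: B score from integrated fluorescence ratio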
KCNK3 block: human KCNK3 channel inhibition, primary screen; CHO-KCNK3 thallium flux, FluxOR fluorescence; stronger effect = lower value; actives 0.84% (n = 340,000); AID 602410; B-score at 10 µM;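 active = B-score under library mean minus 4 SD, starting fluorescence ratio at most library mean plus 5 SD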;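 note: more negative B-score means stronger inhibition of thallium flux through KCNK3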
MrgX1 ag: activates human MrgX1 receptor signaling; Q96LB2; MrgX1-HEK293 cells, Fluo-4 calcium fluorescence, agonist mode; stronger effect = higher value; B-score at 10 µM; actives 0.44% (n = 310,000); AID 588627;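 active = calcium response B-score plate-corrected fluorescence ratio at least 3 library SD, with starting fluorescence B-score inside 5 SD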
Target sequence (Q96LB2 whole entry, looked up): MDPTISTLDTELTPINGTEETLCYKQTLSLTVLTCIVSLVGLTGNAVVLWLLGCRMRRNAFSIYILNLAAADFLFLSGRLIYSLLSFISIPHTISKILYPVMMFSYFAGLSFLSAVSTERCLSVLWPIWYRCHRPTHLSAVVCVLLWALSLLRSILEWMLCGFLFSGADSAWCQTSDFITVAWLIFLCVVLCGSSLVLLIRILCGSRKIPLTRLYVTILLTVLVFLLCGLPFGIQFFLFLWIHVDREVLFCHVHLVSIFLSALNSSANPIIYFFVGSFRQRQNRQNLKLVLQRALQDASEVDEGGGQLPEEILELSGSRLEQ
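Material: MrgX1-expressing HEK293 cells; input: 15,000 cells per well; doses: test compound given as first of three sequential additions; schedule: overnight plating before 1 h dye loading; technique: Fluo-4 NW calcium-flux fluorescence, kinetic read; evaluation: baseline-normalised fluorescence change ratio, B-scored; control set: plate-wise positive and negative controls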
ANO1 activ: activates or potentiates the mouse TMEM16A chloride channel. Q8BHY3. HEK293 TMEM16A/YFP-H148Q/I152L, iodide quench fluorescence; stronger effect = lower value. B-score at 10 µM. actives 0.3% (n = 340,000). AID 623877;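 active = fluorescence-ratio B-score plate-corrected deviation score at least 3 library SD below zero, with starting fluorescence score within 5 deviations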;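 note: channel opened by trigger with iodide after compound preincubation; score built on the fluorescence ratio of max minus min over baseline; more negative score means more quench and so TMEM16A activation or potentiation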
KCNQ1 block: inhibitors of human KCNQ1 potassium channel; CHO-K1 KCNQ1, FluxOR thallium flux fluorescence; stronger effect = higher value; B-score at 10 µM; actives 1.3% (n = 310,000);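 active = compounds whose thallium flux B-score, printed positive for inhibition, exceeds three library SD while starting fluorescence stays within three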;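 note: channel opened by potassium depolarization with thallium stimulus after 20 min compound exposure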
KCNK9 inh: inhibitors of human KCNK9 two-pore domain potassium channel | actives 1.2% (n = 310,000) | B-score at 10 µM | HEK293 KCNK9, FluxOR thallium flux fluorescence; stronger effect = lower value | AID 488922 | Q9NPC2;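 active = ratio B-score over 3 SD below the library mean, with starting fluorescence within 5 SD of its mean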;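 note: negative B-score means less thallium flux so channel inhibition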
Target sequence (Q9NPC2 whole entry, looked up, the tested form may be a part): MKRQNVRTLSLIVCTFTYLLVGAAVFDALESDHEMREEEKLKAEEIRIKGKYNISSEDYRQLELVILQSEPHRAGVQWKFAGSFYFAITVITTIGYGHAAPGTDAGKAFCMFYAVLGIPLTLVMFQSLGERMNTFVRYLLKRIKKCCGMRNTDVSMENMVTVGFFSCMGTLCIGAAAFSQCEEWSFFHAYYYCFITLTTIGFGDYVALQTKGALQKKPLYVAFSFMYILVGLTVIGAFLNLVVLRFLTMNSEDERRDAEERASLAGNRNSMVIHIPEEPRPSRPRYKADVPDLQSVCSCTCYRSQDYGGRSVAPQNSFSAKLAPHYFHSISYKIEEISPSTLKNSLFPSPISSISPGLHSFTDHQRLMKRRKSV
RGS4 block: human RGS4 inhibition; HEK293 M3R/RGS4 inducible, Fluo-4 calcium flux; stronger effect = higher value; triggered by carbachol at its EC20; B-score at 10 µM; actives 0.45% (n = 310,000); AID 463165;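 active = B-score, a plate-corrected calcium signal, over three deviations above library mean, with baseline fluorescence within five deviations of library mean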;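 note: RGS4 expression induced by doxycycline in cells with stable M3 receptor; B-score is computed from the integrated fluorescence ratio over baseline after carbachol; higher B-score means a larger calcium signal and so more RGS4 inhibition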
Target sequence (P49798 whole entry, looked up): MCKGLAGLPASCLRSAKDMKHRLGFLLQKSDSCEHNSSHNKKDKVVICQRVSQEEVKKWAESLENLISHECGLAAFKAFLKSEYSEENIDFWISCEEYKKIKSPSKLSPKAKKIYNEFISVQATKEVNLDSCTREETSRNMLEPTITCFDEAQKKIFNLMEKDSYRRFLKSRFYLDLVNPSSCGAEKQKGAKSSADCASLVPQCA
KCNQ1 pot: human KCNQ1 channel potentiation or activation. actives 0.35% (n = 310,000). P51787. B-score at 10 µM. CHO-K1 KCNQ1, thallium flux FluxOR fluorescence; stronger effect = higher value. AID 2648;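 active = fluorescence ratio B-score, a plate-corrected score, at least three library SD, with initial intensity B-score within 5 SD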
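Doses: Single concentration per compound, DMSO matched to controls | Test system: KCNQ1-transfected CHO-K1 cells | Timing: 90 min dye loading and 20 min compound exposure, both at room temperature | Measured by: Kinetic FluxOR thallium fluorescence, 10-s 1-Hz baseline, 110-s post-stimulus read | Medium: Assay buffer with matched DMSO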
MrgX1 allo act: allosterically activates human MrgX1 receptor signaling. MrgX1-HEK293, Fluo-4 calcium flux, FDSS; stronger effect = higher value. B-score at 10 µM. actives 0.63% (n = 310,000);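 active = plate-corrected calcium response at least 3 library SD above typical, normal starting fluorescence, not activating the receptor alone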;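 note: compound read alongside a low EC10 to EC30 dose of BAM8-22 agonist; peak minus trough fluorescence over baseline measured at the second addition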
The depositor's hits bear a star; i = inactive; . = no result given.

SMILES	ANO1 block	hERG protect	RGS4 pot	KCNK3 block	MrgX1 ag	ANO1 activ	KCNQ1 block	KCNK9 inh	RGS4 block	KCNQ1 pot	MrgX1 allo act
CN1C(=O)CC(C(=O)Nc2ccc(F)cc2)SC1=Nc1ccc2c(c1)OCO2 (centres undefined)	i	-3	i	i	i	i	i	i	i	i	i
Cc1nnc(N/N=C/c2cc([N+](=O)[O-])c(N3CCC(C)CC3)cc2N2CCC(C)CC2)n1N	i	-14	i	i	i	i	10*	i	4.9*	i	i
C=CCNC(=O)C(=O)NCC(c1ccc2c(c1)OCO2)N1CCN(c2ccc(F)cc2)CC1 (centres undefined)	i	-2	i	i	i	i	i	i	i	i	i
O=C1NC2(CCCCC2)C(=O)N1CCS(=O)(=O)Oc1ccc(Br)cc1	i	-4	i	i	i	i	i	i	i	i	i
CC(C)OC(=O)c1c(NC(=O)C2CC=CCC2C(=O)O)sc2c1CCCCC2 (centres undefined)	i	-14	i	i	i	i	i	i	i	i	i
O=C(CSc1nnc(-c2ccccc2Cl)o1)Oc1ccc(Br)cc1	i	-2	i	i	i	i	i	i	i	i	i
O=C(OCCN1CCCC1=O)c1cncc(Br)c1	i	-5	i	i	i	i	i	i	i	i	i
COC(=O)C1=C(C)Nc2c(c(=O)n(C)c(=O)n2C)C1c1ccncc1 (centres undefined)	i	-5	i	i	i	i	i	i	i	i	i
C(=N\N1CCN(Cc2ccccc2)CC1)/c1cccnc1	i	-5	i	i	i	i	i	i	i	i	i
O=C(O)CN1C(=O)/C(=C\c2cc(Br)ccc2OCc2ccccc2Cl)SC1=S	i	-10	i	i	i	i	i	i	i	i	i
O=C(O)CC1(CC(=O)Nc2ccccc2Br)CCCC1	i	-8	i	i	i	i	i	i	i	i	i
CCCCc1cc(=O)oc2cc(OCC(=O)N3CCC(C(=O)O)(c4ccccc4)CC3)ccc12	i	-7	i	i	i	i	i	i	i	i	i
Cn1ccnc1C(=O)c1cc(=O)c2ccccc2o1	i	2	i	i	i	i	i	i	i	i	i
O=C(CSc1nc2ccccc2c(=O)n1-c1ccccc1)NC(=O)CN1CCCC1=O	i	1	i	i	i	i	i	i	i	i	i
CCc1ccc(CN2CCC(C(=O)Nc3cccc(-c4nnc(C)s4)c3)CC2)o1	i	-7	i	i	i	i	i	i	i	i	i
Cc1cccc(N2CCN(C(=O)c3cc4n(n3)C(C(F)(F)F)CC(c3ccco3)N4)CC2)c1C (centres undefined)	i	-4	i	i	i	i	i	i	i	i	i
Oc1cccc(C=NCc2ccccc2)c1	i	-9	i	i	i	i	i	i	i	i	i
N#CC(C#N)=c1ccc2c(c1)NC1(CCCCC1)N=2	i	-10	i	i	i	i	i	i	i	i	i
CCOC(=O)CNC(=O)c1nn(-c2cccc(OC)c2)c(=O)c2ccccc12	i	.	.	i	i	i	.	.	.	.	i
COc1cc(/C=N/Nc2ccc(S(N)(=O)=O)cc2[N+](=O)[O-])cc(OC)c1O	i	-7	i	i	i	i	i	i	i	i	i
Cc1cccc(-n2ncc3c2CCCC3NC(=O)C2=CC(=O)CC(C)(C)O2)c1C (centres undefined)	i	-15	i	i	i	i	i	i	i	i	i
CCOC(=O)c1nn(-c2ccccc2C)c(=O)c(C#N)c1C	i	-7	i	i	i	i	i	i	i	i	i
Cn1nccc1NC(=O)NC(=O)c1c(Cl)cccc1Cl	i	-4	i	i	i	i	i	i	i	i	i
COc1cc2c(cc1OC)C[N+](C)(C)CC2	i	-7	i	i	i	i	i	i	i	i	i
O=C(NCc1cccnc1)c1ccc(N2CCOCC2)c([N+](=O)[O-])c1	i	-8	i	i	i	i	i	i	i	i	i
NNC(=O)c1ccc(OCC2CC(c3ccc(Cl)cc3)=NO2)cc1 (centres undefined)	i	-4	i	i	i	i	i	i	i	i	i
CCn1cc(S(=O)(=O)c2ccc(OC)cc2)c(=O)c2cc(F)c(N3CCN(C)CC3)cc21	i	-5	i	i	i	i	i	i	i	i	i
CCOc1cc(-c2cc(-c3ccc(NC(C)=O)cc3)nc(N)c2C#N)ccc1O	i	-15	i	i	i	i	i	i	i	i	i
N#Cc1cccc(C#N)c1Oc1ccc(S(=O)(=O)Nc2ccc(Cl)cc2)cc1	i	-6	i	i	i	i	i	i	i	i	i
Cn1c2c(c3ccccc31)CCN=C2c1ccccc1	i	-3	i	i	i	i	i	i	i	i	i
CC(C)(C)c1ccc(C(=O)NNC(=O)C(=O)N2CCCCC2)cc1	i	-6	i	i	i	i	i	i	i	i	i
CCOC(=O)N1CCN(C(=O)c2cn(CC)c3ccc(S(=O)(=O)N4CCC(C)CC4)cc3c2=O)CC1	i	-9	i	i	i	i	i	i	i	i	i
CCN(C(=O)CN1CCN(c2ccccc2)CC1)c1c(N)n(Cc2ccccc2)c(=O)[nH]c1=O	i	-5	i	i	i	i	i	i	i	i	i
CC1(c2ccccc2)CC(C)(C)N2C(=O)C(=O)c3cccc1c32 (centres undefined)	i	-17	i	i	29*	i	i	i	i	i	i
CCCN(CCC)S(=O)(=O)c1ccc(C(=O)OCCN2C(=O)c3cccc4c(N5CCOCC5)ccc(c34)C2=O)cc1	i	-18	-8.7*	i	i	i	10*	i	i	i	i
COc1ccc(CNc2cc(C)ccn2)c(O)c1	i	-3	i	i	i	i	i	i	i	i	i

Continued; it opens with the 2 that closed the last part.
SMILES	ANO1 block	hERG protect	RGS4 pot	KCNK3 block	MrgX1 ag	ANO1 activ	KCNQ1 block	KCNK9 inh	RGS4 block	KCNQ1 pot	MrgX1 allo act
CCCN(CCC)S(=O)(=O)c1ccc(C(=O)OCCN2C(=O)c3cccc4c(N5CCOCC5)ccc(c34)C2=O)cc1	i	-18	-8.7*	i	i	i	10*	i	i	i	i
COc1ccc(CNc2cc(C)ccn2)c(O)c1	i	-3	i	i	i	i	i	i	i	i	i
CC1S/C(=C(\C#N)C(=O)NCc2ccco2)N(Cc2ccco2)C1=O (centres undefined)	i	-4	i	i	i	i	i	i	i	i	i
N#CC1=C(N)Oc2n[nH]c(-c3cccs3)c2C1c1ccco1 (centres undefined)	i	-8	i	i	i	i	i	i	i	i	i
CCOC(=O)C1CCN(c2cc(=O)n(C3CCCCC3)c(=O)[nH]2)CC1	i	-7	i	i	i	i	i	i	i	i	i
O=C(CSc1cn(CC(=O)N2CCCCC2)c2ccccc12)NCC1CCCO1 (centres undefined)	i	-11	i	i	i	i	i	i	i	i	i
Cc1nc(C(=O)NCc2ccccc2)sc1C1(C)CC(c2ccccc2)=NO1 (centres undefined)	i	-4	i	i	i	i	i	i	i	i	i
Cc1cc(C)c(NC(=O)CSc2nnc(-c3ccccn3)n2N)c(Cl)c1	i	-13	i	i	i	i	i	i	i	i	i
COc1ccc2oc(C(=O)NCC3CCCO3)c(C)c2c1 (centres undefined)	i	-8	i	i	i	i	i	i	i	i	i
CCOc1ccc(NC(=O)CCS(=O)(=O)c2ccc(C)cc2)cc1	i	-7	i	i	i	.	i	i	i	i	i
C=CCn1cc(-c2cccc(Cl)c2)cc(C#N)c1=O	i	-8	i	i	i	i	i	i	i	i	i
CN1C(=O)C(c2ccccc2[N+](=O)[O-])C(=O)c2ccccc21 (centres undefined)	i	-1	i	i	i	i	i	i	i	i	i
N#Cc1c(-c2ccccc2)nc(SCc2ccc(Cl)cc2)[nH]c1=O	100*	-11	i	i	i	i	i	i	i	i	i
CCOC(=O)N1CCN(C(=O)CSC2=NS(=O)(=O)c3cc(F)ccc3N2)CC1	i	-12	i	i	i	i	i	i	i	i	i
O=C(Nc1cc(Cl)ccc1-n1cncn1)c1ccc(F)c(S(=O)(=O)N2CCOCC2)c1	i	-16	i	i	i	i	i	i	i	i	i
CCc1nc(N2CCOCC2)c(C#N)c2c1COC(C)(C)C2	i	-6	i	i	i	i	i	i	i	i	i
O=C(NC12CC3CC(CC(C3)C1)C2)C1CCCN1C(=O)NC1CCCCC1 (centres undefined)	i	-8	i	i	i	.	i	i	i	i	i
Cc1ccnc(N2C(=O)c3ccccc3C2Nc2cccc(C)c2C)c1 (centres undefined)	i	-5	i	i	i	i	i	i	i	i	i
COc1ccccc1/C=C(\NC(=O)c1ccc(OC)c(OC)c1)C(=O)Nc1cccc([N+](=O)[O-])c1	i	-9	i	i	i	i	i	i	i	i	i
Cc1cccc(OCC(=O)Nc2ccc3oc(=O)ccc3c2)c1C	i	-2	i	i	i	i	i	i	i	i	i
Cn1c(=O)cc(N2CCc3ccccc32)[nH]c1=O	i	-9	i	i	i	i	i	i	i	i	i
CC(=O)Nc1cccc(NC(=O)CCn2cnc3cc(C)c(C)cc32)c1	i	-15	i	i	i	i	i	i	i	i	i
Cc1ccc(CSc2nc3ccncc3n2CC(=O)Nc2cc(C)cc(C)c2)cc1	i	-9	i	i	i	i	i	i	i	i	i
CCCCP(=O)(CCCC)CCP(=O)(c1ccccc1)c1ccccc1	i	-9	i	i	i	i	i	i	i	i	i
Cc1cc2ccccn2c1C(=S)NC(=O)c1ccccc1	i	34*	i	i	i	i	i	i	i	26*	i
COc1ccc(CNC(=O)[C@H](C)NC(=O)N2CCn3c2nc2ccccc23)cc1	i	-5	i	i	i	i	i	i	i	i	i
Cc1[nH]c2ccccc2c1C(=O)COC(=O)Cn1c(C)nc2ccccc21	i	-5	i	i	i	i	i	i	i	i	i
c1ccc2c(c1)nc(Nc1ccc(N3CCCCC3)cc1)c1nncn12	i	-12	i	i	i	i	i	i	i	i	i
Cc1ccc([N+](=O)[O-])cc1N(CC(=O)Nc1ccc(S(=O)(=O)Nc2cccc(C(F)(F)F)c2)cc1)S(C)(=O)=O	i	-5	i	i	i	i	i	i	7.2*	i	i
Cc1ccc(-n2c(-c3ccncc3)nnc2-c2ccco2)cc1	i	-11	i	i	i	i	i	i	i	i	i
O=C(N/N=C1/CC(c2ccccc2)Oc2ccccc21)C1CC1 (centres undefined)	i	-8	i	i	i	i	i	i	i	i	i
